V-ATPase pHluor: regulators of yeast V-ATPase proton pumping, primary screen, pHLuorin cytosolic pH fluorescence | AID 504577, 2011 | actives 0.37% (n = 350,000) | response, % at 10 µM | S. cerevisiae; in the data active = response mostly above about 7.3%, no sharp cut-off; inactive = mostly below about 5.4%; also: actives read high; inactives centre near 0; some compounds called inactive have numbers as strong as hits; reference of the scale not given here
NSD2 HMT inh: NSD2 histone methyltransferase inhibitors, primary screen, biochemical, AlphaScreen, single concentration, set 2; Histone-lysine N-methyltransferase NSD2 (Homo sapiens), O96028; NSD2 peptide methylation, 120 min; inhibition, % at 12.5 µM; actives 0.54% (n = 310,000); AID 743445, 2014; in the data active = inhibition above about 50%
Wnt act: Wnt/beta-catenin pathway activators, primary screen, cell-based, plate reader, single point | actives 1.2% (n = 300,000) | Wnt/beta-catenin reporter cell assay, activator | activation, % at 9.35 µM | AID 743398, 2014; in the data active = activation above about 30%, passing the limit was not always enough;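 also: 0% = neutral control wells and 100% = positive control wells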
CDK5 p35 inh: inhibitors of human CDK5/p35 kinase, primary screen, biochemical, single concentration; inhibition, % at 10 µM; actives 0.01% (n = 330,000); Cyclin-dependent kinase 5 (Homo sapiens) + Cyclin-dependent kinase 5 activator 1 (Homo …; Recombinant CDK5/p35, ADP-Glo luminescence, 60 min;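 active = highest replicate inhibition of at least 50% and at least 75% of replicates reaching 50%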;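 also: plate controls were DMSO neutral control for no effect and GW8510 at 10 µM for full effect; many of its hits are not listed in these tables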
PvdQ acylase: P. aeruginosa PvdQ acylase inhibitors, primary screen, biochemical, fluorescence, plate reader and imaging, single point | purified PvdQ acylase | inhibition, % at 10 µM | actives 0.063% (n = 340,000); in the data active = inhibition above about 30%, passing the limit was not always enough;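 also: 0% = vehicle neutral wells and 100% = reference inhibitor wells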
SR-BI DiI inh: inhibitors of SR-BI mediated HDL lipid uptake, primary screen, ldlA[mSR-BI] cells, fluorescence, single point; inhibition, % at 12.5 µM; Scavenger receptor class B member 1 (Mus musculus), Q61009; ldlA[mSR-BI] CHO cells, DiI-HDL uptake fluorescence, 3 h; actives 0.96% (n = 320,000);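 active = mean replicate inhibition of at least 70% and a set share of replicates each scoring 70 or more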;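 also: 0% = median of neutral control wells and 100% = median of positive control wells; values of inactives mirror those of a sister screen read the other way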
HTR5A ag ctr: HTR5A agonists in luminescence cell assay, primary screen, counter-screen for OPRM1-OPRD1 heterodimer agonist project, full-deck HTS. actives 0.61% (n = 340,000). cell-based. 5-hydroxytryptamine receptor 5A (Homo sapiens), P47898. activation, % at 9.3 µM. AID 504692, 2011; in the data active = activation mostly above about 9.5%, no sharp cut-off; inactive = mostly below about 7.6%;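 also: 0% = cells with vehicle only and 100% = reference agonist; strong numbers were not always called active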
Target sequence (P47898 whole entry, looked up): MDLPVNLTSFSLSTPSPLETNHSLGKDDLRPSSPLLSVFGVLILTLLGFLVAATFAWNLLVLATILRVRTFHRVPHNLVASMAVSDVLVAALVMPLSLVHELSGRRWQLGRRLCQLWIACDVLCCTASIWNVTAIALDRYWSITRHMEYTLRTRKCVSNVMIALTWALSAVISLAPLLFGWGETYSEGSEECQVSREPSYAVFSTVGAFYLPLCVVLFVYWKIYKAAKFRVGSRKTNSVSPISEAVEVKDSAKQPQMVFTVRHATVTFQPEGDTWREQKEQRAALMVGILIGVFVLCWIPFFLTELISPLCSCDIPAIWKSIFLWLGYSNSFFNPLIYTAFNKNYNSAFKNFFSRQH
MITF act: activators of MITF-driven TRPM1 promoter reporter, primary screen, cell-based, SK-MEL-5, luciferase, single point; SK-MEL-5 TRPM1-promoter luciferase, 24 h; % of positive control, neutral wells = 0; activation, % at 12.5 µM; actives 0.75% (n = 300,000);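 active = mean activation of at least 80% with every replicate also reaching 80%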;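 also: 0% = neutral control wells and 100% = parthenolide positive control wells; values of inactives mirror those of a sister screen read the other way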
dFosB activator: activators of delta FosB homodimer, primary screen, biochemical, fluorescence polarization, TAMRA-CDK5 oligo, single point. Protein FosB (Mus musculus), P13346. purified delta FosB; percent of positive-control signal above neutral wells. activation, % at 25 µM. actives 0.99% (n = 340,000);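 active = mean activation above about 17%, with every replicate also reaching it, limit read from the data, passing the limit was not always enough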;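 also: fluorescence polarization rise as delta FosB binds a TAMRA Cdk5 AP-1 oligo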
Target sequence (P13346 whole entry, looked up): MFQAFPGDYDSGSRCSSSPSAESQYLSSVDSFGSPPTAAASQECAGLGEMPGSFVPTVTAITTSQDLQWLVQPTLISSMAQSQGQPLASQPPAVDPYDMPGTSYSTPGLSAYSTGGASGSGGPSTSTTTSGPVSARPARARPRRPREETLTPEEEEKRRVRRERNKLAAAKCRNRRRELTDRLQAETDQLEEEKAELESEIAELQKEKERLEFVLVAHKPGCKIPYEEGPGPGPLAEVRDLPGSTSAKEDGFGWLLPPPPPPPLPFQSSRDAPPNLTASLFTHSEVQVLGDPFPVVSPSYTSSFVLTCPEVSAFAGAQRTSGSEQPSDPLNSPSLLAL
HTR5A inv ag: HTR5A inverse agonists in luminescence cell assay, primary screen, counter-screen for OPRM1-OPRD1 heterodimer inverse agonist project, full-deck HTS | AID 504634, 2011 | actives 0.083% (n = 340,000) | inhibition, % at 9.3 µM | 5-hydroxytryptamine receptor 5A (Homo sapiens), P47898 | HTR5A cell line, inverse agonism; in the data active = inhibition mostly above about 23%, no sharp cut-off; inactive = mostly below about 18%;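 also: 0% = cells with DMSO and 100% = no-cell wells with DMSO; some compounds called inactive have numbers as strong as hits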
* hit, by the source's call; x = no result given.

Every second line gives: V-ATPase pHluor	NSD2 HMT inh	Wnt act	CDK5 p35 inh	PvdQ acylase	SR-BI DiI inh	HTR5A ag ctr	MITF act	dFosB activator	HTR5A inv ag
> COc1ccccc1C(=O)Nc1c2c(nn1-c1ccc(Cl)cc1)CS(=O)(=O)C2
  3	-1	0	-5.8	-15	-3	0	8	3	3
> COc1ccc(CC(=O)N2CCNC2=O)cc1
  1	-1	-1	1.1	-5	-25	7	2	2	1
> COC(=O)C(Cc1ccc(O)cc1)NC(=O)Cn1cc(C)c(=O)[nH]c1=O (centres undefined)
  0	x	-4	-5.7	-11	-7	3	-6	-10	-11
> COc1ccc(N2CCN(C(=O)C3CCCO3)CC2)cc1 (centres undefined)
  -1	2	x	-0.5	17	-14	-1	14	2	2
> COC(=O)C1(C)NC(c2ccc(O)cc2)C2C(=O)N(c3ccc4c(c3)OCCO4)C(=O)C21 (centres undefined)
  3	-3	-5	-2.0	-9	-6	1	-7	-2	-15
> CCc1ccc(C2N(c3ccc(OC)cc3)C(=O)C3CCCN32)cc1 (centres undefined)
  1	x	-1	-1.5	2	-19	-3	7	-1	9
> CCCCN(C)CCCNC(=O)c1ccc2c(c1)NC(=O)C(N1CCOCC1)S2 (centres undefined)
  -2	6	-3	1.8	-6	-15	0	-1	-3	8
> COc1ccc(/C=N/S(=O)(=O)c2ccccc2)cc1OC
  -1	19	1	0.5	-4	-12	6	-9	4	5
> CCOc1ccccc1NC(=O)COc1ccc(S(=O)(=O)N2CCCC2)cc1
  -3	-3	-1	-0.3	-4	10	0	2	-11	-20
> COc1ccc(CCNC(=O)CC2SC(=NCc3ccccc3)NC2=O)cc1 (centres undefined)
  0	-1	0	-2.9	-17	5	1	2	-6	-3
> O=C(CN1C2=NCCCN2c2ccccc21)c1ccc([N+](=O)[O-])cc1
  -3	x	-1	-0.2	-15	-4	4	-55	-3	8
> C/C(=N\O)C(=O)OC1CC(C)CCC1C(C)C (centres undefined)
  -1	-3	-4	1.2	0	11	10	3	-9	23
> O=c1cc(-c2ccccc2)cc(-c2ccccc2)n1CCCO
  -5	x	-3	3.3	17	9	-7	-2	-2	-9
> Cc1ccccc1NC(=O)c1c([N+](=O)[O-])c(C(C)(C)C)nn1C
  -1	-2	-1	0.4	-17	-36	3	5	-10	-7
> Cn1c(=O)n(C)c2cc(NC(=O)COc3ccc(Cl)cc3)ccc21
  1	25	1	1.8	-9	6	-1	-9	7	2
> CC(C)CC(=O)Nc1c(C(=O)N2CCN(Cc3ccccc3)CC2)oc2ccccc12
  -1	3	0	-0.8	-13	3	1	7	-7	-3
> COc1ccc(OCCC(=O)N2CCOCC2)cc1
  -1	1	-4	0.5	-16	-2	1	8	1	-3
> CN(Cc1cccnc1)C(=O)Cc1ccc(NS(=O)(=O)c2cccc(C(F)(F)F)c2)cc1
  -3	-5	-1	-1.6	-9	-12	-2	-10	-8	6
> COC(=O)C1(CC2CC(c3ccc(Cl)cc3)=NO2)CCN(C(=O)OC(C)(C)C)CC1 (centres undefined)
  9	x	-5	-5.3	-19	54	8	9	1	-16
> CCOc1ccc(S(=O)(=O)N2CCC(C(=O)Nc3ccc(C)c(S(=O)(=O)N4CCOCC4)c3)CC2)cc1
  1	13	-1	0.1	-17	32	8	-16	1	-22
> CCc1nnc(NC(=O)CCC(=O)Nc2ccc(OC)cc2OC)s1
  5	1	-2	-0.7	4	8	-2	-2	-1	14
> CC12CC3CC(C)(C1)CC(NCc1ccncc1)(C3)C2
  7	-3	-2	-1.4	-20	-27	-4	4	-18	10
> Cn1c(CCCOc2ccc(Cl)cc2Cl)nnc1SCC(=O)Nc1ccc(F)c(Cl)c1
  0	0	x	-1.3	-11	30	8	26	-10	-52
> Cc1c(C)c2c(OCC(=O)Nc3cccnc3)cc3c(c2oc1=O)CCC(C)(C)O3
  0	x	-1	0.4	-12	20	2	-3	-3	-24
> O=C(c1ccc(OC2CCN(CCc3ccccc3)CC2)cc1)N1CCCC(CO)C1 (centres undefined)
  0	-2	4	-0.2	2	x	9	-4	-11	-2
> COc1ccc(-c2ccnc3ncnn23)cc1
  0	-1	-1	-0.6	-30	-37	-7	-2	-11	18
> Cc1cccc(CCN(CC(=O)NCc2ccc(F)cc2)C(=O)c2csnn2)c1
  2	-1	0	-1.0	4	48	0	2	-6	0
> CN(CC(=O)NNC(=O)CNC(=O)c1cccs1)S(=O)(=O)c1ccc(Cl)cc1
  2	6	-1	-4.9	-10	-13	-7	1	12	17
> O=C(CN1CCOCC1)NN=C1CCCCCCCCCCC1
  -1	18	-1	-9.2	6	-7	3	0	-2	17
> COc1cc(C2CC(=O)C=C(O)C2)cc(OC)c1OC (centres undefined)
  2	8	x	1.9	13	-12	1	x	-7	-30

Part of the list above in order of molecular weight, smallest number first.
Every second line gives: V-ATPase pHluor	NSD2 HMT inh	Wnt act	CDK5 p35 inh	PvdQ acylase	SR-BI DiI inh	HTR5A ag ctr	MITF act	dFosB activator	HTR5A inv ag
> COc1ccc(-c2ccnc3ncnn23)cc1
  0	-1	-1	-0.6	-30	-37	-7	-2	-11	18
> CC12CC3CC(C)(C1)CC(NCc1ccncc1)(C3)C2
  7	-3	-2	-1.4	-20	-27	-4	4	-18	10
> COc1cc(C2CC(=O)C=C(O)C2)cc(OC)c1OC (centres undefined)
  2	8	x	1.9	13	-12	1	x	-7	-30
> Cc1ccccc1NC(=O)c1c([N+](=O)[O-])c(C(C)(C)C)nn1C
  -1	-2	-1	0.4	-17	-36	3	5	-10	-7
> O=C(CN1CCOCC1)NN=C1CCCCCCCCCCC1
  -1	18	-1	-9.2	6	-7	3	0	-2	17
> CCc1ccc(C2N(c3ccc(OC)cc3)C(=O)C3CCCN32)cc1 (centres undefined)
  1	x	-1	-1.5	2	-19	-3	7	-1	9
> CCOc1ccccc1NC(=O)COc1ccc(S(=O)(=O)N2CCCC2)cc1
  -3	-3	-1	-0.3	-4	10	0	2	-11	-20
> Cc1c(C)c2c(OCC(=O)Nc3cccnc3)cc3c(c2oc1=O)CCC(C)(C)O3
  0	x	-1	0.4	-12	20	2	-3	-3	-24

The list goes on.
Every second line gives: V-ATPase pHluor	NSD2 HMT inh	Wnt act	CDK5 p35 inh	PvdQ acylase	SR-BI DiI inh	HTR5A ag ctr	MITF act	dFosB activator	HTR5A inv ag
> CCC(C(=O)NC1CCCC1)N(C(=O)c1snc(C(N)=O)c1N)c1ccc(C)cc1C (centres undefined)
  -2	-1	-1	-3.1	-7	x	-3	-2	-4	7
> O=C(OCCN(CCOC(=O)c1ccncc1)S(=O)(=O)c1cccs1)c1ccncc1
  2	-1	x	0.1	-15	-10	-10	-1	-8	-3
> Cc1cc(N(CN2CCCC2=O)C(=O)c2ccc(OC(C)C)cc2)no1
  -1	-2	0	1.5	0	-41	-4	6	0	9
> CCOC(=O)C1C(=O)NC(c2ccccc2)=NC1c1ccc(O)c(OC)c1 (centres undefined)
  0	-2	-1	-0.6	-7	-10	4	-9	0	1
> O=C(c1cc(-c2cccnc2)nc2ccc(Cl)cc12)N1CCN(S(=O)(=O)c2cccs2)CC1
  3	-1	-1	0.5	-13	13	3	-18	6	-14
> O=C1OC(Cc2ccccc2)C(c2ccccc2)C1=O (centres undefined)
  4	4	7	-1.5	-8	-6	-4	-10	1	14
> Cc1ccccc1C(=O)NC(C)C(c1cccs1)N1CCOCC1 (centres undefined)
  -2	x	-2	2.6	-10	6	2	x	0	-5
> Cc1ccc(N(C(=O)C(F)(F)F)C(C(=O)NC2CCCCC2)c2ccncc2)cc1C (centres undefined)
  -2	-1	0	0.9	-6	-14	1	15	-5	-2
> O=C(Nc1ccccc1N1CCOCC1)c1ccc2nc[nH]c2c1
  0	-6	-2	-0.5	5	-7	2	-9	-1	-5
> CCCC(c1nnnn1Cc1ccc(OC)cc1)N1CCN(c2ccccc2OC)CC1 (centres undefined)
  2	0	x	-1.0	-6	45	1	-14	-18	-1
> O=C1CC(N2CCC(c3nc4ccccc4o3)CC2)C(=O)N1Cc1cccs1 (centres undefined)
  -2	0	x	0.6	-9	-4	-1	2	-6	4
> COc1ccc(CCNS(=O)(=O)c2ccc3c(c2)CC(C)N3C(C)=O)cc1OC (centres undefined)
  2	x	-1	-1.1	-14	-14	5	-11	-6	-32
> CC(=O)c1ccc(NC(=S)N2CCCCCC2)cc1
  0	-1	0	-2.3	-6	2	1	24	-2	10
> O=C(Nc1nc2c(s1)CCCC2)c1nn(Cc2ccccc2)c(=O)c2ccccc12
  -3	40	-5	-1.2	-10	-21	1	4	2	-3
> CCN1C(=O)c2cccc3c(S(=O)(=O)Nc4c(C)n(C)n(-c5ccccc5)c4=O)ccc1c23
  -4	1	2	-0.9	-1	-4	-1	x	-3	-3

Whole records as entered above. Values in the order: V-ATPase pHluor, NSD2 HMT inh, Wnt act, CDK5 p35 inh, PvdQ acylase, SR-BI DiI inh, HTR5A ag ctr, MITF act, dFosB activator, HTR5A inv ag
Shown for O=C1CC(N2CCC(c3nc4ccccc4o3)CC2)C(=O)N1Cc1cccs1 (centres undefined) = -2, 0, x, 0.6, -9, -4, -1, 2, -6, 4
Shown for Cc1ccc(N(C(=O)C(F)(F)F)C(C(=O)NC2CCCCC2)c2ccncc2)cc1C (centres undefined) = -2, -1, 0, 0.9, -6, -14, 1, 15, -5, -2

Bioassay records deposited in PubChem BioAssay by several laboratories.
